SENP8 block-1 – blocks human SENP8 cleavage of Nedd8 substrate; AID 602440; hit rate 0.64% among 360,000; recombinant SENP8, Nedd8 substrate fluorescence; inhibition, % at 20 µM; in the data active = inhibition mostly above about 40%, no sharp cut-off; inactive = mostly below about 27%
Target sequence (Q96LD8 whole entry, looked up): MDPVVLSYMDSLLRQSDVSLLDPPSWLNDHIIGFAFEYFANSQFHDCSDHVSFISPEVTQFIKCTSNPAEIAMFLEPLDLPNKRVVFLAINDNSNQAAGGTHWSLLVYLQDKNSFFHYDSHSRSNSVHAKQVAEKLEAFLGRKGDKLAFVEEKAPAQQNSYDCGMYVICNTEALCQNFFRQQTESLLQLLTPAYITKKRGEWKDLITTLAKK
SENP1 inh – blocks the human SENP1 SUMO protease catalytic domain. recombinant SENP1 catalytic domain, CyPet-SUMO1-YPet FRET cleavage. inhibition, % at 10 µM. hit rate 0.21% among 360,000. AID 624204;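 active = inhibition at least 30% at 10 µM, raw YFP signal under a set limit, fluorescence ratio 0.5 to 1.5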;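 note: 0% = enzyme with DMSO and 100% = no enzyme wells; some results filed as inactive read as strong as hits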
Target sequence (Q9P0U3 419-644 limits assumed): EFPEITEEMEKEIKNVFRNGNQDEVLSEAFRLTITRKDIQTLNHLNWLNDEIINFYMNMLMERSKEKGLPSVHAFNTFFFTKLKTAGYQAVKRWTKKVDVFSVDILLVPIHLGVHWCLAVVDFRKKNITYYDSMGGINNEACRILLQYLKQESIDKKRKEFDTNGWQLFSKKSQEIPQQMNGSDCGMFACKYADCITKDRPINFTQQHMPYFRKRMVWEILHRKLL
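Material: hSENP1 catalytic domain, recombinant; medium: Tris pH 8 with BME, BSA, NP40 and catalase; compound: single concentration of 10 µM compound, 0.5% DMSO final; technique: FRET read of cyan and yellow fluorescence; timing: 50 min enzyme reaction, room temperature, light-protected; reagent: SFCypet-SUMO1-SFYpet substrate at 25 nM; control set: no-enzyme low, enzyme-DMSO high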
SENP8 block-2 – blocks the human protease SENP8. Q96LD8. purified SENP8, Z-RLRGG-aminoluciferin cleavage, luminescence. inhibition, % at 10 µM. hit rate 1.2% among 330,000. AID 2540; in the data active = inhibition above about 50%
A3G deaminase – inhibitors of human APOBEC3G DNA deaminase; Q9HC16; recombinant A3G, ssDNA deamination FAM/TAMRA fluorescence; inhibition, % at 20 µM; hit rate 0.28% among 330,000;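 active = inhibition of at least 40% at 20 µM, with no more than 30% in the related APOBEC3A deaminase screen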;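 note: plate controls were DMSO wells with A3G for no effect and wells lacking A3G enzyme for full effect; some compounds called inactive have numbers as strong as hits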
SENP7 block – blocks the human protease SENP7. Q9BQF6. recombinant SENP7, Z-RLRGG-aminoluciferin luminescence, 40 min. inhibition, % at 5 µM. hit rate 1.5% among 330,000. AID 434973;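 active = inhibition above about 50% at the single test dose, limit read from the data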;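 note: plate controls were DMSO with enzyme for no effect and no enzyme buffer wells for full effect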
SENP6 inh – blocks the human protease SENP6; Q9GZR1; Recombinant SENP6 catalytic domain, aminoluciferin luminescence; inhibition, % at 10 µM; hit rate 1.8% among 330,000; AID 2599;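 active = inhibition above about 50% at the single tested dose, limit read from the data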;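 note: plate controls were DMSO wells with enzyme for no effect and DMSO wells lacking enzyme for full effect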
Target sequence (Q9GZR1 628-1112 limits assumed): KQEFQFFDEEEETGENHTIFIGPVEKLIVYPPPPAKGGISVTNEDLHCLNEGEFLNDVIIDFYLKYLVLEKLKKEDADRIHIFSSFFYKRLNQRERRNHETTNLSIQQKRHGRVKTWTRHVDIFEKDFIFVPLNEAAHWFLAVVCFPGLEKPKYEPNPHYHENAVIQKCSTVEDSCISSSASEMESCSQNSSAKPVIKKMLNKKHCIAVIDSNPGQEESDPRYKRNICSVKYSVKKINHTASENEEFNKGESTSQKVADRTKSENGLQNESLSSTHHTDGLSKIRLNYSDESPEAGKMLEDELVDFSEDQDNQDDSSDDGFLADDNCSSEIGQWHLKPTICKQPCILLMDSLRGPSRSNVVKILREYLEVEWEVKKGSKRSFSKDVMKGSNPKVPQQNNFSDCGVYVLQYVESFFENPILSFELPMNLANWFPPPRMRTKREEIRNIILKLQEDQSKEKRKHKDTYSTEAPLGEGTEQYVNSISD
Apaf1 inhib – human Apaf-1 inhibition | O14727 | reconstituted apoptosome caspase-3 activity, DEVD-Rh110 fluorescence | inhibition, % at 20 µM | hit rate 0.71% among 330,000 | AID 489030; active = inhibition of at least 40% at 20 µM;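 note: plate controls were DMSO wells for no effect and DEVD-CHO caspase inhibitor wells for full effect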
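Material: reconstituted apoptosome with Apaf-1, cytochrome c, caspase-9, procaspase-3, dATP; medium: pH 7.5 Hepes buffer with CHAPS, BSA, DTT; also added: cytochrome c and DEVD-Rh110 substrate; timing: 30 min plus 50 min, RT; signal: Rh110 fluorescence intensity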
UBC13 polyUb – inhibitors of human UBC13 polyubiquitin chain formation. hit rate 0.47% among 330,000. TR-FRET. inhibition, % at 20 µM. AID 485273; in the data active = inhibition above about 45%, passing the limit was not always enough
Numbers without * were called inactive; i = inactive; . = not tested or not shown. This is a random part of the collection; about 3.6% have a hit in one of these screens.

no.	compound	SENP8 block-1	SENP1 inh	SENP8 block-2	A3G deaminase
1	COc1ccc(-c2nnc(NC(=O)C3CC3)o2)cc1	18	0	-13	-4
2	COC(=O)c1cccc(NC(=O)CSc2nnc(C)n2C)c1	6	-1	-12	-7
3	Cn1c(CN2CCOCC2)nnc1SCC(=O)Nc1ccc([N+](=O)[O-])cc1O	11	2	-8	-4
4	CC(O)CNc1nc2c(c(=O)n(C)c(=O)n2C)n1CCc1ccccc1 (configuration not stated)	24	1	4	-3
5	Cc1nc(-c2ccccc2)sc1C1(C)CC(c2ccc(OC(F)(F)F)cc2)=NO1 (configuration not stated)	-1	1	-16	-10
6	COc1ccc(S(=O)(=O)N(C)CC(=O)Nc2ccccc2OC)cc1C	6	2	3	-7
7	COc1ccc(-n2nnnc2SCC(=O)Nc2cccc(NC(C)=O)c2)cc1OC	17	1	4	-3
8	NC(=O)[C@H]1CC2(CC(c3cccc(NC(=O)CC(c4ccccc4)c4ccccc4)c3)=NO2)CN1C(=O)CC(c1ccccc1)c1ccccc1 (some centres not stated)	11	-1	4	-1
9	COC(=O)c1cn(CC(=O)NC2CCCCC2)c2ccccc12	15	4	0	-2
10	Cc1cc(C)c2c(=O)cc(C(F)F)oc2c1	17	-1	-10	0

no.	SENP7 block	SENP6 inh	Apaf1 inhib	UBC13 polyUb
1	-7	-2	-2	-28
2	-1	-4	1	-4
3	-5	-14	-4	-16
4	1	-3	-5	-1
5	-6	-10	17	6
6	4	-20	2	14
7	-1	3	-2	-3
8	2	5	23	-17
9	i	-15	6	18
10	-1	-15	-5	4

(list continues)
no.	compound	SENP8 block-1	SENP1 inh	SENP8 block-2	A3G deaminase
11	CCOC(=O)C1(CCOc2ccccc2)CCN(Cc2ccc(CO)o2)CC1	10	-1	-2	0
12	Cn1nc(-c2ccccc2)c(C(=O)NC(C(=O)O)c2ccccc2)c1Cl (configuration not stated)	13	-1	1	-6
13	O=C1[C@H]2[C@H](C=CC[C@H]2C(=O)N2CCN(c3ccccc3)CC2)CCN1Cc1ccccc1	12	0	-3	-12
14	COCCCNC(=S)N(Cc1ccccc1)Cc1ccc(F)cc1	-6	0	7	-7
15	Cc1ccc(S(=O)(=O)NC(C)C(=O)NC2CCCCCC2)cc1 (configuration not stated)	8	-1	4	-4
16	Cc1ccc(C)c(N2CCN(c3nnnn3-c3ccccc3)CC2)c1	19	0	-12	40
17	O=C(c1ccc(S(=O)(=O)c2ccc(F)cc2)c([N+](=O)[O-])c1)N1CCCCCC1	15	4	-1	-3
18	COc1ccc(-c2csc(NC(=O)/C(N=Nc3ccccc3)=C(\C)O)n2)cc1	.	.	-11	-5
19	Cc1scc(C(=O)NNC(=S)NCC(C)C)c1C	6	2	-1	-10
20	O=C(c1sc2cc(Cl)ccc2c1Cl)N1CCN(CCc2ccccn2)CC1	12	-1	-7	0

no.	SENP7 block	SENP6 inh	Apaf1 inhib	UBC13 polyUb
11	-6	2	-7	5
12	9	13	-4	4
13	1	-3	-1	7
14	-1	27	12	4
15	3	-11	2	-9
16	-6	-15	24	-2
17	5	3	9	7
18	-3	-19	3	-17
19	10	-4	-4	1
20	-3	-15	20	-3

Going on with the list.
no.	compound	SENP8 block-1	SENP1 inh	SENP8 block-2	A3G deaminase
21	CC1(C(=O)NNC(=S)NCC2CCCO2)CC1(Cl)Cl (configuration not stated)	3	1	-3	-3
22	O=C(O)CCC(=O)Nc1ccc(Br)c(Cl)c1	26	2	0	-5
23	COc1ccc(OC)c(S(=O)(=O)N2CCC(C(=O)NCCC3=CCCCC3)CC2)c1	19	-1	-8	-7
24	CCOC(=O)CSc1nc2ccccc2c(=O)n1NC(=O)c1ccccc1	7	4	3	-6
25	NC(=O)C1CCN(c2oc(-c3cccs3)nc2S(=O)(=O)c2ccc(Br)cc2)CC1	-21	0	1	-4
26	CS(=O)(=O)N1CCC(C(=O)Nc2cccc(Cl)c2)CC1	14	3	7	-7
27	O=C(Nc1ccccc1)OCc1cn(-c2ccc(Cl)cc2)nn1	39	0	-2	-6
28	Cc1[nH]c(C)c2c(=O)n(Cc3ccc(Cl)cc3)ncc12	-16	-1	7	-5
29	CCN(CC)S(=O)(=O)c1ccc(OC)c(NC(=O)CSc2cc(C)ccc2C)c1	11	2	-14	-6
30	COC(=O)c1ccc2c(c1)N(C)S(=O)(=O)c1cnc(SCC(=O)C(C)(C)C)nc1-2	-414	1	-7	-4

no.	SENP7 block	SENP6 inh	Apaf1 inhib	UBC13 polyUb
21	-2	8	3	2
22	-1	-8	-6	14
23	-3	-17	12	-4
24	-1	-4	0	48*
25	9	-2	12	9
26	-1	-9	-4	8
27	-2	-6	1	5
28	2	0	-19	-3
29	-1	-7	22	-8
30	-11	-36	-6	16

The listing continues:
no.	compound	SENP8 block-1	SENP1 inh	SENP8 block-2	A3G deaminase
31	NS(=O)(=O)c1ccc(NC(=O)COC(=O)C2(c3ccc(F)cc3)CCCC2)cc1	15	3	-12	-8
32	COc1ccc(C(=O)c2ccc(OC)c(N)c2)cc1N	18	2	-10	-8
33	O=C(COC(=O)c1ccc(O)cc1)Nc1ccccc1[N+](=O)[O-]	22	1	37	-6
34	Cc1c(NC(=O)COc2ccc3ccc(=O)oc3c2)c(=O)n(-c2ccccc2)n1C	-427	-48	0	-9
35	COc1ccc(C(=O)COC(=O)CCCn2c(=O)oc3ccccc32)cc1	20	1	-4	-5
36	CCOc1cccc(C(=O)N(Cc2ccco2)C2CCS(=O)(=O)C2)c1 (configuration not stated)	18	-2	3	-3
37	O=C(CNC(=O)c1cccs1)NCC(=O)OCC(=O)c1ccc([N+](=O)[O-])cc1	24	0	2	-1
38	CC1=C(C(=O)Nc2ccccc2C)C(c2ccccc2)NC(=O)N1 (configuration not stated)	18	1	2	-4
39	Cc1ccc(NC(=O)CSc2ccc(C(N)=O)cc2[N+](=O)[O-])cc1	15	1	0	-7
40	Cc1ccsc1/C=C1\SC(=S)N(CC2CCCO2)C1=O (configuration not stated)	38	-9	-10	-5

no.	SENP7 block	SENP6 inh	Apaf1 inhib	UBC13 polyUb
31	-2	-3	16	-5
32	-7	-2	7	-21
33	8	57*	-9	6
34	-7	-2	5	-1
35	8	-2	6	9
36	-2	3	-10	1
37	-1	3	2	-5
38	-4	-11	5	4
39	5	-2	-1	-2
40	-5	-11	13	-18

Continued:
no.	compound	SENP8 block-1	SENP1 inh	SENP8 block-2	A3G deaminase
41	CC1CCN(C(=O)/C(=C\c2cccs2)NC(=O)c2ccccc2)CC1	13	1	3	0
42	O=C(CSc1nnnn1C1CC1)Nc1ccc(S(=O)(=O)N2CCOCC2)cc1	-1	4	-3	-6
43	CCN1C[C@@H]2[C@@H]3C(=O)N(C)C(=O)[C@@H]3[C@](CC)(C(=O)OC)N2C1=NC	-3	2	.	-2
44	Cc1ccc(S(=O)(=O)Nc2c(C)nc3nc(C)[nH]n3c2=O)cc1	5	2	2	3
45	O=C(OCc1nc2ccsc2c(=O)[nH]1)c1ccco1	6	2	-3	2
46	O=C(NCc1ccco1)c1cc(-c2ccc(Cl)cc2)on1	16	1	-1	-5
47	Cc1nc(=O)c(-c2ccccc2)c(C)n1-c1cccc(C(=O)O)c1	18	3	-4	-9
48	CC(C)(C)C1=Nn2c(nnc2C2CCCCC2)SC1	13	2	-10	-4
49	COc1ccc(C2C3=C(CC(C)(C)CC3=O)Nc3c2c(=O)[nH]c2nc(C)nn32)cc1 (configuration not stated)	-304	-20	2	-7
50	COc1ccc(/C=N/Nc2ccccc2)cc1Cn1nc(C)c([N+](=O)[O-])c1C	11	-2	-8	4

no.	SENP7 block	SENP6 inh	Apaf1 inhib	UBC13 polyUb
41	-2	4	2	-6
42	2	4	-2	1
43	-6	.	-1	.
44	-4	4	6	-8
45	6	-3	3	1
46	-2	6	-24	3
47	-9	-21	3	-3
48	-120	-8	-5	8
49	4	12	-7	8
50	-6	2	6	-24

The last 3 entries of the part above lead into the next.
no.	compound	SENP8 block-1	SENP1 inh	SENP8 block-2	A3G deaminase
48	CC(C)(C)C1=Nn2c(nnc2C2CCCCC2)SC1	13	2	-10	-4
49	COc1ccc(C2C3=C(CC(C)(C)CC3=O)Nc3c2c(=O)[nH]c2nc(C)nn32)cc1 (configuration not stated)	-304	-20	2	-7
50	COc1ccc(/C=N/Nc2ccccc2)cc1Cn1nc(C)c([N+](=O)[O-])c1C	11	-2	-8	4
51	CC(=O)N1CCc2c(sc(NC(=O)C3CCCCC3)c2C(N)=O)C1	-147	-33	7	-20
52	CCCOc1ccc(C2c3c(oc4cc(C)c(C)cc4c3=O)C(=O)N2CCCN(C)C)cc1OCC (configuration not stated)	2	-4	-6	33
53	COc1ccc(NC(=O)C#Cc2ccccc2)cc1OC	16	0	-10	-6
54	CC1CCCN(C(=O)NC2CC(=O)N(c3ccc4c(c3)OCCO4)C2)C1 (configuration not stated)	12	2	-7	-12
55	COc1ccc(C(=O)/C=C/c2ccc(OC)c(Cn3nnc4ccccc43)c2)cc1	-12	-2	-10	-3
56	COCC1CCN(C(=O)c2cc(COc3cc(C)c(Cl)c(C)c3)on2)C1 (configuration not stated)	2	2	3	-2
57	O=C(CCCOc1ccc(Cl)cc1Cl)N/N=C/c1ccccc1O	-68	-2	4	2
58	CCCS(=O)(=O)N1CCCC(C(=O)NCCc2ccccc2)C1 (configuration not stated)	22	-2	1	-7
59	Cc1ccc(NC2=NCC(=O)N2C2CCCC2)c(C)c1	16	2	-5	-9
60	COc1ccc(/C(O)=C2/C(=O)C(=O)N(CCN(C)C)C2c2ccc(C)cc2)cc1Cl (configuration not stated)	-90	0	3	-2

no.	SENP7 block	SENP6 inh	Apaf1 inhib	UBC13 polyUb
48	-120	-8	-5	8
49	4	12	-7	8
50	-6	2	6	-24
51	6	23	11	-7
52	-11	-6	9	3
53	1	-7	-1	1
54	3	-8	-6	1
55	-4	-25	15	7
56	3	16	19	-3
57	6	-8	15	-1
58	3	9	0	3
59	-7	-6	-14	10
60	-5	-6	13	-15

Next compounds
no.	compound	SENP8 block-1	SENP1 inh	SENP8 block-2	A3G deaminase
61	O=C(COC(=O)c1ccc(Br)o1)Nc1cccc(S(=O)(=O)N2CCCCCC2)c1	-4	-1	-1	0
62	COc1ccc(S(=O)(=O)N2CCN(C(=O)CNC(=O)c3ccc4c(c3)OCO4)CC2)cc1	5	1	1	-13
63	COc1ccc(OC)c(NC(=O)c2cc3oc4ccccc4c3cc2O)c1	-309	-27	15	-5
64	COc1cc(OC)cc(C(=O)NC(=S)NNC(=O)Cc2cccs2)c1	-2	-1	-2	9

no.	SENP7 block	SENP6 inh	Apaf1 inhib	UBC13 polyUb
61	0	-9	12	4
62	3	-7	4	-4
63	-6	-7	-5	16
64	8	-3	-1	-8

Record cards, from the list above. Order of values: SENP8 block-1 | SENP1 inh | SENP8 block-2 | A3G deaminase | SENP7 block | SENP6 inh | Apaf1 inhib | UBC13 polyUb
CC(O)CNc1nc2c(c(=O)n(C)c(=O)n2C)n1CCc1ccccc1 (configuration not stated) reads 24 | 1 | 4 | -3 | 1 | -3 | -5 | -1
COc1ccc(NC(=O)C#Cc2ccccc2)cc1OC reads 16 | 0 | -10 | -6 | 1 | -7 | -1 | 1
Cn1nc(-c2ccccc2)c(C(=O)NC(C(=O)O)c2ccccc2)c1Cl (configuration not stated) reads 13 | -1 | 1 | -6 | 9 | 13 | -4 | 4
CC1CCN(C(=O)/C(=C\c2cccs2)NC(=O)c2ccccc2)CC1 reads 13 | 1 | 3 | 0 | -2 | 4 | 2 | -6

Source: PubChem BioAssay (Sanford-Burnham Center for Chemical Genomics)
